TDP1 cell noCPT: qHTS for Inhibitors of human tyrosyl-DNA phosphodiesterase 1 (TDP1): qHTS in cells in absence of CPT | AID 686978, 2013 | DT40 Tdp1-/- hTDP1 cells, no CPT, ATP luminescence, 48 h | 420,000 compounds, 15% hits | Potency, µM (doses to about 46.2 µM), for the others: at the top dose activity change, negative = growth inhibition, hits mostly inhibitors; also: nearly all actives have a fitted effect of over 55% in size
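Seeded 400 DT40-hTDP1 cells/well (vehicle DMSO, no 20 nM CPT); pinned compounds; ≥48 hr at 37 °C; CellTiter-Glo luminescence as viability measure.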
DT40 TDP1 CPT: growth inhibition of DT40 Tdp1-/-;hTDP1 cells with camptothecin (screen for TDP1 inhibitors); chicken DT40 Tdp1-/-;hTDP1 cells + 20 nM CPT, ATP luminescence, 48 h; Potency, µM (top dose mostly 46.2 µM), without a hit: at the highest dose activity change, negative = growth inhibition, usual class: inhibitors; 420,000 compounds, 12% hits; also: nearly all actives have a fitted effect of over 55% in size
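Cell growth measured by CellTiter-Glo luminescence after a minimum 48 h, 37 C compound exposure with 20 nM CPT in Tdp1-knockout DT40 cells stably expressing hTDP1, seeded 400/well; qHTS titration format.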
TDP1 block: blocks human tyrosyl-DNA phosphodiesterase 1 | Q9NUW8 | recombinant TDP1, AlphaScreen DNA substrate cleavage | Potency, µM (titrated, usually from 130 µM), without a hit: at the top dose activity change, negative = inhibition, hits mostly inhibitors | 350,000 compounds, 0.28% hits | AID 485290; also: nearly all actives have a fitted effect of over 40% in size
Target sequence (Q9NUW8 whole entry, looked up): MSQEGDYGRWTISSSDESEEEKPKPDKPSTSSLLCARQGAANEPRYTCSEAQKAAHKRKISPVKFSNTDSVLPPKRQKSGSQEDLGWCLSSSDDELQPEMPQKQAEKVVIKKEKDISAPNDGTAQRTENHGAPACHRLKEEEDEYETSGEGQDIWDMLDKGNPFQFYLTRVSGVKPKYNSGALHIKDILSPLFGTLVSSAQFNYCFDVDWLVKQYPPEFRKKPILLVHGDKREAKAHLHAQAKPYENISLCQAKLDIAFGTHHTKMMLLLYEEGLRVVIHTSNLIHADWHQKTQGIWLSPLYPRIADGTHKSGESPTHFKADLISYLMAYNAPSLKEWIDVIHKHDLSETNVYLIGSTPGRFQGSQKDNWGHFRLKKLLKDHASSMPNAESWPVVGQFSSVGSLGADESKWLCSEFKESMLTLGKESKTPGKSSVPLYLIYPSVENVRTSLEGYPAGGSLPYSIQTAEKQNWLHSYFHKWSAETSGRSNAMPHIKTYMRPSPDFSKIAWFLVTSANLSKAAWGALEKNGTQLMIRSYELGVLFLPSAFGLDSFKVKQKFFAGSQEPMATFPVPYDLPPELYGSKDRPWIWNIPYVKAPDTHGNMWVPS
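Steps: enzyme plus compound, 15 min RT; add biotin/phosphotyrosine-FITC oligonucleotide (15 nM final), react 5 min; add donor/acceptor beads (10 ug/ml final), 10 min; read AlphaScreen. Tdp1 at 1 nM final.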
The depositor's hits bear a star; ? = inconclusive; nt = not tested or not shown; [ ] = another dose, or the depositor's remark. Calls follow the shape of the dose curve; as a rule, active = well fitted curve in the direction sought with a large enough effect; inconclusive = small, poorly fitted or top-dose-only effect, or another doubt; inactive = no such curve, though single readings can be large; an effect the other way counts as inactive or inconclusive. % is scaled to controls: 0 for no effect and ±100 for the full control effect; potency is read from the fitted curve at half-maximal effect. This is a random part of the collection. Share with any hit: about 18%.

nr	Molecule	TDP1 cell noCPT	DT40 TDP1 CPT	TDP1 block
1	CCOC(=O)NC(c1ccccc1)C1CCCCC1=O (centres undefined)	-14%	-1%	3%
2	COc1ccc(N=C2S/C(=C\c3ccc(OCC(=O)O)cc3)C(=O)N2CCc2c[nH]c3ccccc23)cc1	-8%	-21%	8%
3	Cc1cccc(NC(=O)N2CCCC2C(=O)NCc2cccs2)c1 (centres undefined)	5%	-23%	8%
4	O=C(NC(=S)NCc1cccnc1)c1ccccc1F	0%	2%	5%
5	Cc1ccccc1-c1cc(-c2ccccc2O)on1	?	-21%	-9%
6	CCN(CC)Cc1cc(O)c(CN(CC)CC)cc1O	4.1µM*	6.5µM*	7.9µM*
7	COc1cccc(-c2cc(C(F)(F)F)nc(-n3cc(C)cn3)n2)c1	16µM*	15µM*	5%
8	CC(=O)Nc1ccc(SCC(=O)O)cc1	3%	2%	4%
9	O=C(NCc1ccco1)C12CN(Cc3ccccc3)CC1C(c1ccc([N+](=O)[O-])cc1)=NO2 (centres undefined)	?	16µM*	7%
10	CC(=O)NC12CC3CC(C1)CC(C(=O)N1CCN(C(=O)c4ccco4)CC1)(C3)C2	22%	3%	0%
11	CCCCOc1cccc(C(=O)Nc2ccc(NC(=O)c3cccs3)cc2)c1	?	15µM*	8%[0.0935 µM]
12	Cc1ccccc1S(=O)(=O)NC(=O)C1(C)CCN1C(=O)c1cccc(F)c1 (centres undefined)	-5%	-2%	nt
13	Cc1ccc(C2=CSC3=NS(=O)(=O)CCN23)cc1	-29%	5%	-2%
14	CCC(CC)C(=O)N(CCc1ccc(OC)cc1)Cc1nc2ccccc2c(=O)[nH]1	21µM*	23µM*	8%
15	O=C(Nc1ccc(F)cc1)c1oc2ccccc2c1NC(=O)C1CCCCC1	29µM*	?	-4%
16	Cc1ccccc1-c1nsc(SCC(=O)c2ccc(Cl)cc2)n1	7%	-3%	-1%
17	Cc1ccc(NC(=O)CN(C)CC(=O)Nc2ccccc2C(=O)Nc2ccccc2)cc1	-6%	3%	5%
18	CC(C)C(=O)NC(c1ccc(N(C)C)cc1)c1c(O)ccc2ccccc12 (centres undefined)	-13%	-20%	nt
19	CC(C)CN(C(=O)COC(=O)c1cc2c(s1)CCC2)C1CCS(=O)(=O)C1 (centres undefined)	-9%	5%	13µM*
20	CCCC(C)C(=O)N(Cc1ccccc1)c1ccccn1 (centres undefined)	-26%	?	6%
21	CC(=O)N(c1ccccc1)c1nc2ccccc2s1	-12%	-9%	nt
22	COc1ccc(C2C3=C(CC(c4ccco4)CC3=O)Nc3ccccc3N2C(C)=O)cc1 (centres undefined)	-22%	-20%	-3%
23	CCOCCCNC(=O)COC(=O)/C=C/c1ccc(S(=O)(=O)N2CCc3ccccc32)cc1	4%	9%	6%
24	Cc1c(/C=N\NC(=O)c2ccc(F)cc2)cnn1C	-1%	0%	1%
25	CCN(CC(=O)NCc1ccc(F)cc1)C(=O)c1cccnc1SC	0%	-1%	2%
26	OCCCCNCc1cc(Br)ccc1OCc1ccccc1	?	?	1%
27	COc1cc(C(=O)Nc2nnc(CC(=O)N3CCOCC3)s2)cc(OC)c1OC	-6%	-1%	5%
28	COc1cc(/C=C(\CCC(=O)O)c2nc3ccccc3s2)ccc1OCC(=O)Nc1c(Cl)cccc1Cl	?	16µM*	28µM*
29	Cn1c(=O)cc(SCC(=O)NCCC2=CCCCC2)c2ccccc21	-28%	-21%	-2%
30	Cc1cc(C)nc(Nc2nc(C(N)Cc3ccc(C(F)(F)F)cc3)cs2)n1 (centres undefined)	6.5µM*	6.5µM*	nt
31	COC(=O)c1ccc(CNC(=O)c2ccccc2C(=O)NCC2(CBr)OCCO2)cc1	3%	12%	nt
32	C#CCONC(=O)c1cc(OCC(F)(F)F)ccc1OCC(F)(F)F	0%	1%	5%
33	COc1ccc(OC)c(/C=N/NC(=O)c2ccc(Cn3cc([N+](=O)[O-])cn3)o2)c1	8%	5%	3%
34	COc1ccc(NC(=O)C2CC(=O)N(c3ccccc3C)C2)c(OC)c1 (centres undefined)	1%	5%	nt
35	CSc1ccc(/C=N/N(C)S(=O)(=O)c2ccc(C)cc2)cc1	7.3µM*	?	nt
36	Cc1ccc(S(=O)(=O)NNC(=O)c2snnc2C)cc1	0%	-22%	6%
37	CCCN1CNc2c(c(=O)[nH]c(=S)n2CCc2ccc3c(c2)OCCO3)C1	?	?	1%
38	COC(=O)c1ccc2nc(-c3ccccc3)c(Cc3cccc(F)c3)n2c1	?	?	nt
39	COc1cccc(C(=O)C2CCCN(C(=O)CCc3scnc3C)C2)c1 (centres undefined)	-26%	5%	5%
40	OCCC1CN(Cc2cccc(-c3ccco3)c2)CCN1Cc1ccsc1 (centres undefined)	?	?	2%
41	Cc1ccc(OCCOC(=O)Nc2ccccc2)cc1	-14%	-23%	2%
42	N#Cc1c(C(F)(F)F)cc(=O)[nH]c1SCC(=O)O	-17%	1%	8%
43	CC(C)(C)N1C(=O)c2ccc(C(=O)O)cc2C1=O	-4%	-2%	5%
44	O=C(N/N=C/c1ccccc1Br)C1CC1	11%	-5%	0%
45	O=C(CSc1n[nH]c(=O)[nH]c1=O)N/N=C/c1ccccc1O	-3%	13µM*	2%
46	O=C(COc1ccc(-c2ccccc2)cc1)NNC(=O)Nc1ccc(F)cc1F	-1%	5%	-11%
47	Cc1cc(C)c2nc(N3CCC(C(=O)NCCN4CCOCC4)CC3)sc2c1	-6%	-15%	6%
48	O=C(NCCCn1ccnc1)Nc1ccc(Cl)cc1	-3%	-8%	6%
49	CC1(c2ccccc2)NC(=O)N(NC(=O)COC(=O)c2cc(Br)ccc2O)C1=O (centres undefined)	-14%	-7%	-15%
50	CN(C)C(=O)CSc1nnc(-c2ccc(F)cc2)c2ccccc12	?	1%	0%
51	Cc1cc(C(=O)CSc2nc(N)cc(=O)[nH]2)c(C)n1CCc1ccc(Cl)cc1	16µM*	16µM*	4%
52	Cc1ccccc1C(=O)NCC(=O)OCCCOC(=O)CNC(=O)c1ccccc1C	-1%	-3%	-5%
53	Cc1ccc(C)c(N2CCN(S(=O)(=O)c3c(C)noc3C)CC2)c1	-29%	?	1%
54	Cc1cccc(C)c1NC(=O)C(c1ccc(C(F)(F)F)cc1)n1c(=O)c(-c2ccco2)nc2ccccc21 (centres undefined)	?	?	nt
55	Cc1cc(NS(C)(=O)=O)c(=O)n(Cc2cccc(F)c2)c1	2%	1%	nt
56	COCC(=O)N1CCC2(CCCN(C(=O)Nc3cccc(F)c3)C2)CC1	2%	1%	nt

Carrying on.
nr	Molecule	TDP1 cell noCPT	DT40 TDP1 CPT	TDP1 block
57	CCOC(=O)c1c(C)[nH]c(C)c1C(=O)COC(=O)/C=C/c1ccc(OC)cc1	8.2µM*	7.3µM*	4%
58	Cc1ccc2nc(SCC(=O)c3ccc(Cl)cc3)nc(=O)n2c1	?	?	-15%
59	CCN(CC)C(=O)c1ccc(C(=O)Nc2ccc(F)cc2)cc1	-5%	-6%	nt
60	COc1ccccc1C(=O)CC1(O)C(=O)N(CC(N)=O)c2ccccc21 (centres undefined)	12%	-2%	-3%
61	CCN1CCN(C(=O)c2cc3c(=O)n(C)c4ccccc4c3n2C)CC1	-9%	6%	8%
62	CC(C)COC(=O)Nc1nnc(SCc2ccccc2F)s1	-12%	-22%	4%
63	CCOc1ccc(NC(=O)CSc2nccn2-c2cccc(C)c2C)cc1	18µM*	18µM*	9%
64	CCN(c1ccc(OC)cc1)S(=O)(=O)N1CCCC(C(=O)NCc2ccccc2Br)C1 (centres undefined)	?	?	0%
65	COc1cc(NS(=O)(=O)c2cccs2)cc(OC)c1	-17%	-15%	-1%
66	O=C(COC(=O)c1ccco1)Nc1ccc2[nH]c(=O)[nH]c2c1	3%	-16%	1%[56.1 µM]
67	CCc1ccc(NC(=O)c2sc3nc4n(c(=O)c3c2C)CCC4)cc1	-22%	-22%	2%
68	COc1ccc(C)cc1NC(=O)C1COc2ccccc2C1 (centres undefined)	?	?	-4%
69	CCSc1oc(-c2ccc(F)cc2)nc1S(=O)(=O)c1ccc(C)cc1	16µM*	-102%	-3%
70	CCOC(=O)C1CCN(CC(=O)N2C(C)CCCC2C)CC1 (centres undefined)	-2%	-7%	-11%
71	CCOC(=O)NC(N(O)c1cccc(Cl)c1)C(Cl)(Cl)Cl (centres undefined)	-18%	?	0%
72	COc1cc(/C=N/NC(=O)c2c(C)nc3ccc(Cl)cn23)cc(OC)c1OC	?	?	nt
73	COC(=O)c1ccccc1NC(=O)Cn1c(=O)oc2ccc(Cl)cc21	-15%	-2%	2%
74	COc1ccccc1Cc1c(-c2ccc(OC)c(OC)c2)nc2c(Cl)cc(C(F)(F)F)cn12	-27%	-27%	nt
75	O=C(NCCCO)C(=O)Nc1ccc2c(c1)N(S(=O)(=O)c1cccs1)CCC2	?	?	1%
76	COc1c(C)cc(Br)cc1C(=O)Nc1ccccc1N1CCN(C(=O)c2ccccc2)CC1	15µM*	?	0%
77	CN(CC(=O)Nc1ccccc1Cl)C(=O)CCSc1ccc(F)cc1	?	?	13%
78	CC(C)N(C)NC(=S)Nc1ccccc1	?	?	3%
79	CCOC(=O)[C@]12CCCC=C1N(Cc1ccco1)C(=O)[C@H](CC(=O)NCc1ccccc1)C2	-27%	-13%	nt
80	CC(Oc1ccc(-c2ccccc2)cc1)C(=O)N/N=C/c1cccnc1 (centres undefined)	-17%	-9%	nt
81	COC(=O)c1ccccc1NC(=O)C(=O)NCc1ccncc1	-12%	7%	4%
82	CC(C)NC(=O)C1=NN(c2ccccc2)C(=O)CC1	6%	-4%	nt
83	Cc1cccn2cc(-c3c[nH]c4ccccc34)nc12	-3%	-19%	3%
84	Cc1c(CCC(=O)N2CCC[C@H]2C(=O)O)c(=O)oc2c(C)c3oc4c(c3cc12)CCCC4	?	?	nt
85	O=C(COC(=O)/C=C/c1ccc(F)cc1)NCc1ccco1	5%	10%	8%
86	CC(=O)C1=C(O)C(=O)N(Cc2ccco2)C1c1ccc2c(c1)OCO2 (centres undefined)	-16%	3%	-3%
87	CCNc1c(NC(=O)c2cccs2)c(=O)oc2ccccc12	-24%	2%	2%
88	Cc1cccn2c(=O)nc(SCC(=O)N3CCCCCC3)nc12	?	-24%	nt
89	COc1ccc(/C=N/NC(=O)CNC(=O)COc2ccccc2)cc1	-16%	-6%	3%
90	COc1cc(C2SCC(=O)N2CCN2CCCCC2)ccc1O (centres undefined)	-5%	-7%	-4%
91	O=C(N/N=C/c1ccccn1)c1cc(-c2ccccc2)nc2ccccc12	16µM*	?	nt
92	O=C(NCCN1CCCCC1)c1cc(COc2c(F)cccc2F)on1	12%	-25%	2%
93	CCn1nc(C)c(NC(=O)/C=C/c2cnn(C)c2)c1C	?	-1%	5%
94	COC(=O)Cn1cnc2ccccc2c1=O	-20%	2%	4%
95	O=C(NCCCNC(=O)c1ccccc1Br)c1ccccc1Br	4%	16%	nt
96	Cn1c(=O)c2[nH]c(CCCCCCCCc3nc4ccccc4[nH]3)nc2n(C)c1=O	5.2µM*	7.3µM*	nt
97	COc1cccc(CC(=O)OCc2csc(CC(=O)Nc3ccccc3C)n2)c1	-20%	-4%	0%
98	CC(OC(=O)c1ccc(Cl)c(S(=O)(=O)Nc2ccc(F)cc2)c1)C(=O)NC(N)=O (centres undefined)	12%	0%	0%
99	Cc1c(C(=O)NCc2ccccc2C(F)(F)F)sc(=O)n1Cc1ccc(Cl)c(Cl)c1	?	?	nt
100	OCc1cc([C@@H](O)CNCCCCCCOCCCCc2ccccc2)ccc1O	11µM*	9.4µM*	8%[56.1 µM]
101	CCCCCCSc1cccc(-c2nc3ccc(C)cn3c2NC2CCCCC2)c1	?	?	0%

Assay outcomes (PubChem)
